Screening results deposited in PubChem BioAssay by several laboratories.
VIM-2 inhibitor – inhibitors of Pseudomonas aeruginosa VIM-2 metallo-beta-lactamase; purified VIM-2, nitrocefin hydrolysis, epi-absorbance fluorescence; 0.89% of 290,000 active; AID 1527; inhibition, % at 5.6 µM;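 active = inhibition above the mean of all tested compounds plus 3 SD, cutoff set per screening run, cut at about 7.5% in these data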;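 also: red hydrolysis product quenches plate fluorescence so inhibitors raise well fluorescence; 0% = enzyme with DMSO and 100% = DMSO without enzyme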
IDE act – activators of human insulin-degrading enzyme in cells | activation, % at 5.96 µM | 0.073% of 340,000 active | HEK cells, FAbeta-B cleavage, fluorescence polarization; 0% vehicle, 100% cell-free pure enzyme wells;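 active = activation above the mean of all tested compounds plus 3 SD, set per screening campaign, cut at about 17% in these data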
IMP-1 inh – blocks Pseudomonas aeruginosa IMP-1 metallo-beta-lactamase. inhibition, % at 5.6 µM. purified IMP-1, nitrocefin hydrolysis, epi-absorbance fluorescence. 0.45% of 290,000 active. AID 1556;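 active = inhibition above the mean plus 3 SD of all compounds in the same screening run, cut at about 4.5% in these data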;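 also: 0% = IMP-1 with DMSO and 100% = DMSO wells lacking enzyme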
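System: purified IMP-1; amount: IMP-1 0.2 nM before substrate addition; compound: single dose, 5.6 µM; times: 25 °C, 15 min preincubation, 25 min reaction; signal: Epi-absorbance via hydrolysed-nitrocefin quenching of white-plate fluorescence, 480/530 nm, EDTA stop; benchmarks: DMSO with and without IMP-1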
MEKK3 PB1 HTS – MEKK3-MEK5 PB1 interaction, increase or decrease. Q99759. binding response (% of control), % at 10 µM. 1.4% of 290,000 active. bead-based flow cytometry, Alexa488-MEK5 binding to MEKK3; actives lie on both sides; 0 = blocked by unlabeled MEK5, 100 = vehicle;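 active = binding response more than 3 SD above or below the average of its plate-row segment, actives on both sides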;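 also: Alexa488 bead fluorescence after subtracting the streptavidin-only scavenger bead signal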
DNA FID counter – counter-screen for HCV NS3 helicase inhibitors: DNA intercalator displacement; DNA fluorescent intercalator displacement, fluorescence; inhibition, % at 7.9 µM; 0.17% of 290,000 active; in the data active = inhibition above about 37%;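 also: 0% = vehicle and 100% = reference compound; higher means more ethidium bromide displaced from hairpin DNA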
NS3 helicase inh – inhibitors of Hepatitis C virus NS3 helicase. NS3 helicase DNA unwinding, Cy5 molecular beacon fluorescence. 0.56% of 290,000 active. AID 1800. inhibition, % at 10.9 µM;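 active = inhibition above the mean of all tested compounds plus 3 SD, set per campaign, cut at about 35% in these data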;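 also: 0% = DMSO wells and 100% = thioflavine S control wells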
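assay system = NS3 helicase fragment of HCV | buffer or medium = MOPS pH 6.5, MgCl2, DTT, Tween20, BSA | timing = 60 min unwinding reaction at 25 °C after ATP addition | signal = Cy5 beacon fluorescence read at start and 1 h | read-out basis = % inhibition of unwinding | control set = low DMSO, high thioflavine S at 110 µM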
PHOSPHO1 inh – inhibitors of human PHOSPHO1 phosphatase | AID 1565 | recombinant PHOSPHO1, absorbance phosphatase assay | 1.1% of 290,000 active | Q8TCT1 | inhibition, % at 13.3 µM; in the data active = inhibition above about 60%
p-CIP stab down – lowers stability of the mouse p/CIP coactivator protein | F442A p/CIP-EGFP cells, EGFP fluorescence, 16 h | decrease of EGFP signal, % at 10 µM | 0.01% of 290,000 active | AID 1984;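 active = EGFP signal decrease of at least 30% at 10 µM or well 3 SD below plate mean, unless failing retest; inactive = the rest, including hits failing retest or dose response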; also: some compounds called inactive have numbers as strong as hits; many of its hits are not listed in these tables
Target sequence (Q05BA5 1-1403): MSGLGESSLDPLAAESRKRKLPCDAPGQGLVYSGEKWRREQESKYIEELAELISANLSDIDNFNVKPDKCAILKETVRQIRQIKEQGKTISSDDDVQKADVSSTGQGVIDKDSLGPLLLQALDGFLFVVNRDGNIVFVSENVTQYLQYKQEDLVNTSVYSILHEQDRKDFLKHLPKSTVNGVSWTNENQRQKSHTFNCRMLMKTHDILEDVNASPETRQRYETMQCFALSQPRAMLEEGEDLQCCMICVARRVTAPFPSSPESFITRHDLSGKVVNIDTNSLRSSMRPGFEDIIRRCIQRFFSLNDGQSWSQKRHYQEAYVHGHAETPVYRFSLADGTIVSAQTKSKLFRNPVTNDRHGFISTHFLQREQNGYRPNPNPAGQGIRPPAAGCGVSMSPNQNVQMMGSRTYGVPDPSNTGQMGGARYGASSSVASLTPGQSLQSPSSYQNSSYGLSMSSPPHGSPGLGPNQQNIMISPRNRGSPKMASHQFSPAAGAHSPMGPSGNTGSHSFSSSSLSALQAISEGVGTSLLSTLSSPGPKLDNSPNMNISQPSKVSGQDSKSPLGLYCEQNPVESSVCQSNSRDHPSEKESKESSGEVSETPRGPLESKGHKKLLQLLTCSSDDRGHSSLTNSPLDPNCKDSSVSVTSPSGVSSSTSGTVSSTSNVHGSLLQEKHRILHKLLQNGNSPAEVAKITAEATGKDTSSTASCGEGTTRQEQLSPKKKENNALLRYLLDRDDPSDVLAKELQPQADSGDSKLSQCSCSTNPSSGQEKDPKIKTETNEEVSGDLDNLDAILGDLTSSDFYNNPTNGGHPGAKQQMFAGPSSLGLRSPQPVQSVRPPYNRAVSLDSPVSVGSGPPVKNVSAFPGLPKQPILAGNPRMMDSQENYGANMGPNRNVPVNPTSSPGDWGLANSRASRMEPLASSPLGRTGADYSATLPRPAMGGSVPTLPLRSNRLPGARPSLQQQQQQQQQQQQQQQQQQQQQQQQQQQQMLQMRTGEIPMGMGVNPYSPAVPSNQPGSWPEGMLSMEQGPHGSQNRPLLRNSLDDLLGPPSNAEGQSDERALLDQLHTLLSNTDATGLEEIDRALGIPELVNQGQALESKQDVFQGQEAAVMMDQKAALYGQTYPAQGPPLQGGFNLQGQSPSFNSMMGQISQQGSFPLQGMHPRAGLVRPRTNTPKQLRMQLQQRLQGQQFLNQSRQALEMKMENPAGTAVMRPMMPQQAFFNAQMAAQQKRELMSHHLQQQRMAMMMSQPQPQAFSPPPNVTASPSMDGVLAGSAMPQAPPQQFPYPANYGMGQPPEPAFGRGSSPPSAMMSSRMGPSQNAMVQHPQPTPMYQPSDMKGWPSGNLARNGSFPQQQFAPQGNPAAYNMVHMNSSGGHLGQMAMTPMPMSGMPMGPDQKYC
UBC9 SUMO inh – blocks human SUMOylation mediated by UBC9; P63279; HTRF SUMOylation assay, SAE1/SAE2 + UBC9, in vitro; inhibition, % at 35 µM; 0.36% of 290,000 active; in the data active = inhibition above about 50%, passing the limit was not always enough; also: strong numbers were not always called active
The depositor's hits bear a star; / = no result given. A portion of the library; count on the stated rates, not on these rows.

SMILES	VIM-2 inhibitor	IDE act	IMP-1 inh	MEKK3 PB1 HTS	DNA FID counter	NS3 helicase inh	PHOSPHO1 inh	p-CIP stab down	UBC9 SUMO inh
CC(=O)N1CCN(c2ccccc2NC(=O)COc2cc(C)cc(C)c2)CC1	-3.3	3	-4.9	101	-44	-5	28	-10	7
COCCn1c(SCC(=O)Nc2ccc(C(C)=O)cc2)nnc1-c1ccco1	-0.4	5	-0.6	105	-24	-10	24	-6	18
CCn1c(=S)sc2c(=O)n(CC(=O)Nc3ccc(C(C)=O)cc3)c(C)nc21	-1.5	1	-5.5	101	1	4	12	11	6
CCOC(=O)Cc1csc(NC(=O)CN(C)S(=O)(=O)c2cccc3cccnc23)n1	/	0	/	109	/	/	7	0	-9
O=C(NCCCNC(=O)c1cnccn1)c1cccc(F)c1	-1.2	4	-1.5	103	0	5	23	10	3
Cc1ccc(OCc2cc(C(=O)NCc3ccc(OC(F)(F)F)cc3)no2)cn1	-2.4	1	-2.9	101	-28	-12	17	-22	12
CCCN1CNc2c(c(=O)[nH]c(=S)n2CCc2ccc(OC)c(OC)c2)C1	-1.0	3	-2.4	99	-17	20	-12	-9	17
Cn1nc(C(=O)NCCCN2CCCCC2)c2c1-c1ccccc1S(=O)(=O)C2	-4.6	6	-4.4	101	12	4	50	-5	0
COc1ccc(Nc2c(-c3ccc(OC)cc3)nc3cnccn23)cc1	-0.6	3	-1.2	105	2	-6	4	-18	10
CN(C)S(=O)(=O)c1ccc(Cl)c(C(=O)Nc2nc3ccccc3[nH]2)c1	-2.8	4	-3.1	112	-10	1	24	14	18
Fc1cccc2sc(N3CCCC3)nc12	-2.2	7	-2.9	96	-4	4	51	-4	-2
O=C(NCc1cccs1)c1noc2c1CCCCC2	-2.1	-5	-3.7	98	-3	2	20	0	-3
COc1ccc(NC(=O)CS(=O)(=O)c2cn(CC(=O)N(C(C)C)C(C)C)c3ccccc23)c(OC)c1	0.5	2	-0.9	100	-39	-13	-14	-8	5
COc1cccc(C2Nc3ccccc3C(=O)N2O)c1O (stereo unspecified)	-3.3	3	-2.6	103	-19	2	20	2	-19
CCOC(=O)C1(Cc2ccccc2C(F)(F)F)CCN(Cc2ccon2)CC1	-1.0	-7	-0.3	101	-11	-8	24	-2	21
C#CCOCCOCCOCCNc1nc(N2CCN(C(=O)[C@H]([C@@H](C)CC)n3cc([C@@H](N)CC(C)C)nn3)CC2)nc(N2CCN(C(=O)[C@H](CCCCN)n3cc([C@@H](N)C(C)CC)nn3)CC2)n1 (stereo partly specified)	-1.3	5	-2.0	105	45*	-70	9	-5	7
CC1(C)Cc2nc(-c3ccccc3)nc(SCC(=O)N3CCOCC3)c2CO1	-3.7	-1	-2.8	100	-42	1	26	1	8
OC(COCc1ccco1)CN1CCN(C(c2ccccc2)c2ccccc2)CC1 (stereo unspecified)	-3.5	4	-2.1	93	21	-30	-17	6	12
COc1ccccc1N1CCN(C2CCCN(C(=O)c3cccc(-c4ccco4)c3)C2)CC1 (stereo unspecified)	0.5	7	-1.8	100	-21	-12	3	11	4
O=C(CN1CCOCC1)Nc1ccc(Br)cn1	-6.1	0	-3.5	99	4	-5	-1	-5	3
COc1ccc(NC2CCCN(C(=O)c3ccc(OC)o3)C2)cc1 (stereo unspecified)	-0.3	-1	-2.6	101	-5	-9	9	-5	-2
O=C(Nc1cc(Cl)ccc1Cl)c1noc2c1CCCC2	/	-1	/	109	/	/	13	-1	-4
OCCC1CN(Cc2ccon2)CCN1CCc1ccccc1 (stereo unspecified)	0.8	1	-0.8	93	0	5	31	-14	10
Nc1ccc(SCc2nc3cccc4c3n2CCC4)cc1	-2.0	1	-3.4	101	-8	7	32	1	-1
Cc1ccnc(SCC(=O)NC2CCCCCC2)n1	-1.2	3	-0.7	104	-5	5	/	3	9
Cc1ccc(-c2cc(N)on2)cc1	-1.7	9	-1.8	97	-5	1	1	-7	13
CSc1nsc(N/N=C/c2ccccc2)c1C#N	-4.6	2	-1.3	101	5	8	-15	-9	9
CSc1nc2ccc3nc(NC(=O)C4COc5ccccc5O4)sc3c2s1 (stereo unspecified)	-1.1	-1	-1.8	114	2	-37	-14	-8	26
CCc1ccc(C(=O)Cn2cnc3cc([N+](=O)[O-])ccc3c2=O)cc1	-2.1	3	-3.3	105	-1	-22	5	1	31
COc1ccccc1C1N(c2cc(Cl)ccc2OC)C(=O)C2CCCN21 (stereo unspecified)	0.1	-2	-3.4	95	-4	-1	-13	-5	-1
CCOC(=O)c1cnc2c(c(C)nn2C)c1Oc1cc(Cl)cc(Cl)c1	-2.5	1	-3.9	105	-6	15	10	-4	-37
COc1ccc(Cl)c2sc(N(Cc3cccnc3)C(C)=O)nc12	-0.6	-2	-1.9	104	-10	-8	28	8	-2
N#C/C(=C\c1ccc(OCc2cccc(C(=O)O)c2)cc1)C(=O)NCc1ccco1	-1.5	3	-2.0	100	-34	21	0	5	21
O=C1c2nccnc2C(=O)N1c1ccc(C(F)(F)F)cc1	-0.7	3	-3.2	105	6	-11	-27	5	-8
Cn1c(=O)c2c(ncn2CC(=O)N2CCCc3ccccc32)n(C)c1=O	-2.3	0	-4.0	113	-3	3	8	2	-12
CCOc1ccc(S(=O)(=O)N2CCC(C(=O)NCCc3ccc(OC)c(OC)c3)CC2)cc1	-3.4	3	-3.4	103	-42	7	20	-12	21
CCOc1ccc2nc(COC(=O)c3cccc([N+](=O)[O-])c3)c(C(C)=O)[n+]([O-])c2c1	-1.7	/	-1.3	110	1	-1	40	6	23
c1ccc(-n2nnnc2SCc2cn3cccnc3n2)cc1	-1.1	2	-4.7	101	-7	5	-10	-6	15
CCOC(=O)c1ccc(NC(=O)CCNc2c(N3CCCC3)c(=O)c2=O)cc1	-3.0	0	-0.5	105	-4	0	-57	3	10
CCOC(=O)N1CCN(c2c(NCc3ccccn3)c(=O)c2=O)CC1	-6.0	7	-3.9	109	-3	6	3	-8	17
COc1ccccc1-c1c(C)nn2c(N3CCC(C)CC3)cc(C)nc12	-1.6	4	-3.7	94	-3	-5	22	-4	-14
COc1ccc2nc3c(cc2c1)c(NC(=O)CC(C)C)nn3CC(C)C	-2.1	4	-0.3	104	-27	-9	26	-12	16
O=S(=O)(c1cnc(Cl)c(Cl)c1)N1CCN(c2ncccn2)CC1	-3.9	2	-3.4	101	1	4	30	-5	10
C=CCSc1nc2c(c(=O)[nH]c(=O)n2C)n1C(C)C	-0.6	4	-2.8	103	-5	-2	31	6	8
CCOC(=O)Cn1nc(-c2ccc(F)cc2)cc(Cc2ccccc2)c1=O	-3.7	1	-1.0	98	-27	0	/	14	-13
COc1ccc2[nH]cc(CCNC(=O)Nc3ccccc3)c2c1	0.1	4	-2.2	105	-6	-13	/	-12	7
COc1ccc(S(=O)(=O)NCC(=O)O)cc1C(=O)NC1CCCCC1	-2.2	1	-0.7	99	-4	-1	16	-9	2
CCSc1nc(-c2ccccc2)c(C#N)c(=O)[nH]1	-0.5	-1	-2.6	103	-8	15	41	-7	2
Cc1cccc(CSc2ncccc2C(=O)O)c1	-1.8	0	-4.7	94	-1	2	2	-5	9
COc1ccc(C2CC(=O)N3CN(Cc4ccco4)CSC3=C2C#N)cc1 (stereo unspecified)	1.7	-9	0.3	105	-36	33	58	-8	20
CC(=O)N[C@@H](C)c1nc2ccccc2n1CCNC(=O)[C@H]1CCCN1c1nc(CN2CCCCC2)cs1	1.1	/	-2.7	97	-4	-24	-7	-5	10
Cc1ccc([N+](=O)[O-])cc1S(=O)(=O)N1CCCCC1C(=O)O (stereo unspecified)	-2.8	1	-2.0	107	-7	2	27	10	14
O=C(O)c1cc([N+](=O)[O-])cc2c1C=Cc1ccccc1O2	-2.6	-3	1.9	106	-7	31	33	8	0
O=C(O)c1cc(-c2ccccc2)nc2nc(N3CCCCC3)sc12	-1.6	/	-0.2	90	-20	16	-22	0	6
Cc1cc(C(=O)NCc2ccccc2)no1	0.4	-1	1.1	100	0	6	14	0	16
Cn1cnnc1SCCNS(=O)(=O)c1ccccc1	-2.3	4	-2.9	112	-2	7	-2	-4	16
COc1ccc(S(=O)(=O)Nc2ccccc2)cc1OC	-0.6	1	-1.4	103	-1	8	16	1	-7
O=S(=O)(NC1CCSc2ccccc21)c1ccc(Cl)nc1 (stereo unspecified)	-3.8	-3	-4.9	98	-15	8	26	-16	4
Cc1cc(C)c2cc(CN(Cc3nnnn3C3CCCCC3)CC3CCCO3)c(=O)[nH]c2c1 (stereo unspecified)	-1.9	0	-4.4	99	1	3	-7	-12	19
O=C(CSc1ccc2nnc(-c3ccccn3)n2n1)Nc1ccc(F)cc1	-2.4	-2	-1.5	104	-5	4	28	6	-2

Copied from the results shown, three compounds:
SMILES	VIM-2 inhibitor	IDE act	IMP-1 inh	MEKK3 PB1 HTS	DNA FID counter	NS3 helicase inh	PHOSPHO1 inh	p-CIP stab down	UBC9 SUMO inh
COc1ccc2[nH]cc(CCNC(=O)Nc3ccccc3)c2c1	0.1	4	-2.2	105	-6	-13	/	-12	7
COc1ccc(S(=O)(=O)NCC(=O)O)cc1C(=O)NC1CCCCC1	-2.2	1	-0.7	99	-4	-1	16	-9	2
CCSc1nc(-c2ccccc2)c(C#N)c(=O)[nH]1	-0.5	-1	-2.6	103	-8	15	41	-7	2

New compounds follow
SMILES	VIM-2 inhibitor	IDE act	IMP-1 inh	MEKK3 PB1 HTS	DNA FID counter	NS3 helicase inh	PHOSPHO1 inh	p-CIP stab down	UBC9 SUMO inh
Cc1ccc(C(=O)N/C(=C/C=C/c2ccccc2)C(=O)NCc2ccco2)cc1	-0.7	1	-2.7	90	-23	5	18	-17	14
CC(NC(=O)Nc1ccc(Cl)c(Cl)c1)C(c1ccccc1)N1CCOCC1 (stereo unspecified)	-0.8	3	-1.4	139*	-10	-20	-8	-7	-10
CCOC(=O)N/C(N)=N/c1nc2ccccc2s1	-2.4	-2	-2.5	97	-5	-7	6	-5	9
CCN1C(=O)/C(=C/N(C)c2ccccc2)OC1=S	1.9	4	-1.0	97	-11	11	-3	2	-21
Cc1nc2cc(NS(=O)(=O)c3c(C)c(C)cc(C)c3C)ccc2s1	-1.9	5	-4.2	105	-22	-21	-29	3	-14
COC(=O)c1cc(OC)nc(OC)c1	-3.6	2	-2.6	99	-2	-2	43	-1	-2
O=C(C[n+]1ccc(-c2nnc3n2CCC3)cc1)c1ccc(Cl)cc1	-2.9	0	-2.5	99	4	-7	-14	1	5
O=C1CCC(CCC(=O)N2CCCC(C(=O)c3cccc(C(F)(F)F)c3)C2)=NN1 (stereo unspecified)	-0.6	-1	-0.7	101	-9	7	32	-5	8
Cc1nc2scc(-c3cccs3)c2c(=O)[nH]1	-2.7	1	-2.8	95	-1	4	-1	-21	12

Molecules above that contain a thiophene ring, fused or not (two):
SMILES	VIM-2 inhibitor	IDE act	IMP-1 inh	MEKK3 PB1 HTS	DNA FID counter	NS3 helicase inh	PHOSPHO1 inh	p-CIP stab down	UBC9 SUMO inh
O=C(NCc1cccs1)c1noc2c1CCCCC2	-2.1	-5	-3.7	98	-3	2	20	0	-3
Cc1nc2scc(-c3cccs3)c2c(=O)[nH]1	-2.7	1	-2.8	95	-1	4	-1	-21	12
